RAD54 branch: RAD54 (human) branch migration inhibition | hit rate 0.14% among 360,000 | inhibition, % at 10.4 µM | Q92698 | RAD54 Holliday junction branch migration, FAM/BHQ fluorescence | AID 602329;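 active = mean normalized replicate activity at least 40 and at least half of replicates scoring 40 or more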;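 also: 0% = median of neutral control wells and 100% = median of positive control wells; inhibitors cause a drop in the FAM fluorescence signal; in these data hits start at about 50%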
Target sequence (Q92698 whole entry, looked up): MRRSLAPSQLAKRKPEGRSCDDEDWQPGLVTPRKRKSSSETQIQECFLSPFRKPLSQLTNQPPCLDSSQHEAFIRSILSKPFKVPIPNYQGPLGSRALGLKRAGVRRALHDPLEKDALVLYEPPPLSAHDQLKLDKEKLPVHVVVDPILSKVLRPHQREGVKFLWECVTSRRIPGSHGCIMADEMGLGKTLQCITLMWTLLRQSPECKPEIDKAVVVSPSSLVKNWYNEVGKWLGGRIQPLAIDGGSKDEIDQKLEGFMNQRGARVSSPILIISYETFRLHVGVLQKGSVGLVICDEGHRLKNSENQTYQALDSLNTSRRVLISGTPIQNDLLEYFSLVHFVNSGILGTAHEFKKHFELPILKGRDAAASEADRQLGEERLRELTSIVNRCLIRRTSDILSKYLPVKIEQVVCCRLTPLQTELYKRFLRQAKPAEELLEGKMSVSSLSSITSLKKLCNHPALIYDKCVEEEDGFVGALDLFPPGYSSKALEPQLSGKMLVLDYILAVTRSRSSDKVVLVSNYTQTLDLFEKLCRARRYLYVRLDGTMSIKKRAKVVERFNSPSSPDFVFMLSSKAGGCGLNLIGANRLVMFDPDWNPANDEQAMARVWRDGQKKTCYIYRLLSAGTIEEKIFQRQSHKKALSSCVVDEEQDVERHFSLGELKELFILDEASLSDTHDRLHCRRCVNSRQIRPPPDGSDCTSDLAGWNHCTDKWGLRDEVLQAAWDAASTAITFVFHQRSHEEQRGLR
ERAP1 HTS inh: ERAP1 (human) enzyme inhibition; Q9NZ08; recombinant ERAP1, Leu-AMC fluorescence, 60 min; inhibition, % at 10.7 µM; hit rate 0.15% among 340,000;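 active = mean replicate inhibition of at least 30%, or all replicates individually reaching that 30% level; inactive = mean below 30% and not every replicate reaching it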;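 also: 0% = neutral control wells and 100% = L-leucinethiol positive control wells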
RAD52 inh: blocks human RAD52 DNA annealing | P43351 | recombinant RAD52 DNA annealing, FRET fluorescence | inhibition, % at 18.7 µM | hit rate 0.46% among 360,000 | AID 651710;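 active = every replicate showing at least 50% inhibition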
S100A4 MyoIIA: inhibitors of human S100A4 binding to myosin IIA peptide | S100A4/TAMRA-MyoIIA peptide fluorescence polarization | inhibition, % at 10.7 µM | hit rate 0.14% among 360,000;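 active = mean inhibition of at least 70% across replicates, with every replicate also reaching that level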
Target sequence (P26447 whole entry, looked up): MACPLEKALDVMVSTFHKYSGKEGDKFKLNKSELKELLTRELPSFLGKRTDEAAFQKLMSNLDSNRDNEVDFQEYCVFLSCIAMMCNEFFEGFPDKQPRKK
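Compound dosing: one dose per compound; test system: human S100A4 monomer with TAMRA-labelled myosin IIA peptide; probe or stimulus: TAMRA-labelled myosin IIA heavy-chain peptide probe, 5 nM; medium: HEPES buffer with Ca2+, pH 7.2; schedule: 5 min incubation before reading; benchmarks: neutral control DMSO, positive control TFP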
E-sel inducer: induces E-selectin expression in human endothelial cells | P16581 | AID 686992 | activation, % at 7.58 µM | hit rate 0.37% among 260,000 | HUVEC E-selectin immunofluorescence imaging; normalized: neutral wells 0, TNF-alpha wells 100;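 active = mean E-selectin-positive cell signal at least 10% of the positive control, reached in at least 60% of replicates, without over 20% cell loss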;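 also: in these data hits start at about 27%; measured in HUVEC primary endothelial cells; signal is the percent of cells scored E-selectin positive by PE staining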
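Assay system: HUVEC, human umbilical vein endothelial cells / Amount: 3,000 HUVEC/well / Controls: TNF-alpha positive control, DMSO neutral control / Compound dosing: single concentration / Medium: EGM-2 over gelatin coat / Evaluation: percent E-selectin-positive cells / Signal: immunofluorescence imaging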
esBAF inh: blocks esBAF chromatin remodeling in mouse ES cells | Bmi1-luciferase knock-in reporter, 24 h; 100% = twice the neutral-well signal | hit rate 2% among 350,000 | reporter increase, % at 12.5 µM; in the data active = activation above about 40%;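 also: 0% = median of the plate's neutral control wells and 100% = double that signal; a rise in the Bmi1 reporter signal indicates esBAF inhibition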
XiGFP reactiv: X-chromosome reactivation activator | XiGFP mouse fibroblasts, % GFP-positive cells imaging, 3 d; cells co-treated with 5-aza-dC sensitizer; scaled so ellipticine positive control = 100% | activation, % at 7.58 µM | hit rate 0.055% among 360,000 | AID 743238;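 active = mean normalized replicate activation at least 10% and every replicate at or above 10%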;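 also: 0% = median of on-plate neutral control wells and 100% = ellipticine 6 µM median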
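Schedule: 3 d treatment, 15 min room-temperature fixation; system: 68-5-11 XiGFP fibroblast line; buffer or medium: DMEM plus 5-aza-dC sensitizer; control set: ellipticine 6 µM positive control; compound: one concentration, pinned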
ERp5 block: inhibitors of human ERp5; Q15084; ERp5 insulin aggregation, absorbance 650 nm, 90 min; inhibition, % at 9.99 µM; hit rate 0.05% among 350,000; AID 651711;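 active = mean replicate inhibition above about 25%, with every replicate also reaching it, limit read from the data, passing the limit was not always enough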
Starred values were filed as active, the others as inactive; nt = no result given; & = joins results of further samples.

no.	SMILES	RAD54 branch	ERAP1 HTS inh	RAD52 inh	S100A4 MyoIIA	E-sel inducer	esBAF inh	XiGFP reactiv	ERp5 block
1	C[C@@H]1CN([C@@H](C)CO)C(=O)c2cc(-c3ccncc3)cnc2O[C@H]1CN(C)C(=O)Cc1ccccn1	-3	-2	2	2	0.2	-2	-0.8	-2
2	COc1ccc2c3c([nH]c2c1)[C@H](CO)N(C(=O)Nc1cccc(F)c1)CC31CCN(S(=O)(=O)c2ccccc2)CC1	nt	2	-7	-4	-0.5	nt	0.2	-3
3	Cn1c(/C(C#N)=C(\O)c2ccc([N+](=O)[O-])s2)nc2ccccc21	-9	1	-19	-3	0.0	23	0.0	-3
4	CCOC(=O)c1nn(-c2ccc3c(c2)CCN3C(C)=O)cc1O	-11	3	-9	0	nt	-65	nt	-78
5	CC(C)NC(=O)[C@@]1(C)c2ccccc2C(=O)N(Cc2ccccc2)[C@H]1c1ccc(CO)cc1	-14	-1	-4	17	nt	nt	nt	-3
6	CO[C@@H]1CN(C)C(=O)c2ccc(NS(C)(=O)=O)cc2OC[C@@H](C)N(C)C[C@H]1C	-15	-1	-4	8	0.1	-3	-0.1	0
7	OCCNCCO	-7	4	-14	-1	nt	-3	nt	-2
8	O=C(C[C@@H]1CC[C@H]2[C@@H](COC[C@@H](O)CN2Cc2ccc(Oc3ccccc3)cc2)O1)N1CCN(c2ccccc2)CC1	-7	-1	-27	-3	1.1	6	0.0	-6
9	Cn1cc(CN(CCO)Cc2cccs2)c(-c2ccccc2F)n1	2	5	-2	-2	nt	6	0.1	-1
10	CN(C)CCNC(=O)c1ccc(CS(=O)(=O)c2ccc(Br)cc2)o1	-6	-2	-13	-1	0.0	-5	0.1	6
11	COC(=O)c1[nH]c2ccccc2c1NC(=O)C(C)N1CCOCC1 (configuration not stated)	0	6	-7	8	1.0	nt	-0.1	-6
12	COc1ccc(NC(=O)N(C)C[C@H]2Oc3ccc(NS(=O)(=O)c4ccc(Cl)cc4)cc3C(=O)N([C@H](C)CO)C[C@H]2C)cc1	11	1	3	-7	0.0	-3	0.1	1
13	CC(=O)OCC(=O)C1(O)CCC2C3CCC4=CC(=O)CCC4(C)C3(F)C(O)CC21C (configuration not stated)	9	-5	-15	1	0.2	0	-0.1	0
14	CCCCN(CC(=O)NC1CC1)S(=O)(=O)c1ccc(OCC)cc1	-1	1	-9	-6	0.8	-1	0.1	-1
15	Cc1c(C=O)c2ccccn2c1C(=O)c1ccc(Cl)c([N+](=O)[O-])c1	nt	6	-9	-24	-0.4	nt	0.1	4
16	CCNc1nn2ccccc2c1/C=C(\C#N)C(=O)OCC	-11	3	-2	-2	-0.1	-5	0.0	6
17	C[C@H](CO)N1C[C@H](C)[C@H](CN(C)C(=O)NC2CCCCC2)Oc2ncc(/C=C/c3ccccc3)cc2C1=O	-13&-4	0&3	2&13	11&41	0.1	-4&-1	-0.7	2
18	COc1ccc(NC(=O)COc2ncnc3ccccc23)cc1S(=O)(=O)N1CCOCC1	nt	-2	-1	0	-3.8	nt	0.0	2
19	C=CCOc1ccc(CN(C)Cc2nc3cc(C(F)(F)F)ccc3c(=O)[nH]2)cc1	nt	4	-2	-3	-0.1	nt	0.4	1
20	Cn1c(=O)c(=O)n(C)c2cc(S(=O)(=O)N3CCC(N4CCCCC4)CC3)ccc21	-21	4	-42	2	nt	-8	nt	11
21	CCC(=O)N1C[C@@H](C)[C@H](OC)CN(C)C(=O)c2ccc(NC(=O)Nc3ccccc3)cc2OC[C@H]1C	1	0	20	4	-0.2	-5	0.3	-1
22	CC1CC(C)CN(S(=O)(=O)c2ccc(Cl)cc2)C1 (configuration not stated)	-5	1	-7	-8	0.4	0	0.0	3
23	O=C(c1cc(C2CC2)on1)N1CCN(c2ccccc2)CC1	-2	3	-12	23	nt	15	-0.4	-3
24	CCOc1ccc(-n2nnc3c(=O)n(CC(=O)Nc4cc(C)on4)cnc32)cc1	2	1	-18	2	0.3	-1	-0.1	7
25	Nc1ccc2c(c1)[nH]c(=O)c1ccccc12	nt	-4	2	4	0.0	nt	0.0	0

Two compounds drawn at random from the list so far, as already listed:
no.	SMILES	RAD54 branch	ERAP1 HTS inh	RAD52 inh	S100A4 MyoIIA	E-sel inducer	esBAF inh	XiGFP reactiv	ERp5 block
7	OCCNCCO	-7	4	-14	-1	nt	-3	nt	-2
14	CCCCN(CC(=O)NC1CC1)S(=O)(=O)c1ccc(OCC)cc1	-1	1	-9	-6	0.8	-1	0.1	-1

The listing continues:
no.	SMILES	RAD54 branch	ERAP1 HTS inh	RAD52 inh	S100A4 MyoIIA	E-sel inducer	esBAF inh	XiGFP reactiv	ERp5 block
26	CN(Cc1ccccc1)C(=O)CN(c1ccccc1Cl)S(C)(=O)=O	3	0	-10	-3	0.9	11	0.1	3
27	CC(OC(=O)C1CCCC1)C(=O)Nc1ccc(S(N)(=O)=O)cc1 (configuration not stated)	0	-2	-7	1	1.6	9	-0.1	2
28	COc1ccc(NS(=O)(=O)c2ccc3ccccc3c2)c2ncccc12	0	1	-26	-21	nt	nt	0.9	6
29	Cc1ccc2oc(=O)c3cc(C(=O)NCCCN4C(C)CCCC4C)sc3c2c1 (configuration not stated)	54*	1	-42	2	nt	-5	0.0	3
30	COC(=O)c1ccc(C23CC4(C2)[C@H](CN(CC2CCCCC2)[C@@H]4c2ccccc2)C3c2ccc(Cl)nc2)cc1 (some centres not stated)	5	1	-39	-4	-0.7	3	0.0	-4
31	O=C(C(=O)N1CCN(C(=O)c2ccco2)CC1)c1cc2ccccc2o1	nt	nt	-23	-1	4.6	nt	0.0	-8
32	O=C(CSc1nc2[nH]ncc2c(=O)n1-c1ccc(Cl)c(Cl)c1)NCc1ccccc1Cl	nt	-6	7	-2	-2.0	nt	0.2	-2
33	COc1ccc(NC(=O)Nc2ccc3c(c2)C(=O)N([C@@H](C)CO)C[C@H](C)[C@H](CN(C)C)OCCCC[C@H](C)O3)cc1	3	-2	-5	4	-0.3	1	0.0	0
34	O=C(Nc1ccc(C(F)(F)F)cc1)c1cccc(-n2cnnn2)c1	0	-5	-15	-8	-0.3	-1	0.0	-2
35	CCN(CC)C(=O)Cn1cc(S(=O)(=O)CC(=O)NCc2ccc3c(c2)OCO3)c2ccccc21	nt	1	-18	-4	1.5	nt	0.0	4
36	Cc1ccc(CNC(=O)Cc2cn(C)c3ccccc23)cc1	9	1	-10	-3	nt	11	0.2	2
37	O=C(NCc1ccccc1)C1CCC(=O)N(CCN2CCOCC2)C1 (configuration not stated)	6	-3	-2	3	nt	0	0.0	1
38	C[C@H]1CN([C@@H](C)CO)C(=O)c2cc(NS(=O)(=O)c3ccccc3)ccc2O[C@H]1CN(C)C(=O)Nc1ccc(F)cc1	1	0	-17	4	-0.1	3	-0.2	-2
39	COCC(=O)N(C)C[C@@H]1Oc2cc(C3=CCCC3)ccc2S(=O)(=O)N([C@H](C)CO)C[C@H]1C	3	nt	-1	7	-0.2	0	-0.2	1
40	O=C(O)c1cc([N+](=O)[O-])ccc1C(=O)Nc1cccc([N+](=O)[O-])c1	-11	-4	-9	-21	0.1	-10	0.2	5
41	O=C(Cn1nc(Cc2cccnc2)c2ccccc2c1=O)NCCCN1CCCC1=O	8	-1	-7	-4	0.2	-10	0.1	5
42	COCCCn1c(SCC(=O)N2CCCC(C)C2)nnc1-c1ccco1 (configuration not stated)	10	5	0	-2	nt	-4	nt	-7
43	CCCCCCCOc1ccc(OC(=O)c2ccncc2)cc1	11	-1	-7	-5	nt	10	nt	2
44	COc1ccccc1C#Cc1ccc2c(c1)[C@H]1[C@H](CCN1S(=O)(=O)c1cccc(C)c1)[C@H](CO)N2	nt	1	5	3	0.3	nt	0.0	-1
45	COc1cc(OC)cc(C(=O)Nn2cc(C(=O)Nc3ccccc3F)c3ccccc3c2=O)c1	1	-1	-2	-1	nt	-5	0.1	4
46	C[C@@H]1CN([C@@H](C)CO)C(=O)c2cc(NC(=O)c3ccncc3)ccc2O[C@@H](C)CCCCO[C@@H]1CN(C)Cc1ccc(C(F)(F)F)cc1	0	1	-40	-9	-0.1	-2	0.0	-6
47	CCOC(=O)c1sc(NC(=O)C2CCCCC2)nc1C	nt	-1	4	1	nt	nt	-0.2	0
48	COC(=O)[C@@]1(Cc2ccc(OC)cc2)[C@H]2c3cc(C(=O)N4CCCC4)n(C[C@H](O)CO)c3C[C@H]2CN1C(=O)c1ccccc1	nt	7	-8	-2	0.0	nt	0.0	1
49	CO[C@H]1CN(C)C(=O)c2cc(NC(C)=O)ccc2OC[C@H](C)N(C(=O)c2ccncc2)C[C@H]1C	-6	-1	0	1	-0.2	-13	0.1	-1
50	Cc1nn(-c2ccc(C(=O)O)cc2)c(C)c1Cl	6	-2	-10	-1	10	5	0.0	0
51	O=C(CCC1CCCC1)Nc1nnc(-c2ccc3c(c2)OCO3)s1	-3	nt	nt	nt	-0.2	7	0.0	nt
52	Cc1[nH]c(C)c(S(=O)(=O)NCc2ccc(F)cc2)c1C(=O)N1CCCCC1	11	-6	-1	3	nt	-2	0.0	11
53	CC(C)CC(CO)N1CCN(C(=O)c2cccc(Cl)c2)CCC1=O (configuration not stated)	-2	4	-7	-1	0.0	nt	-0.3	2
54	C=CCOC(=O)/C(=C\c1ccccc1)NC(=O)c1ccco1	nt	2	15	-2	-0.2	nt	-0.1	0
55	C[C@@H]1CN([C@@H](C)CO)C(=O)c2cc(NC(=O)C3CC3)ccc2O[C@H]1CN(C)Cc1ccc(C(F)(F)F)cc1	0	-4	-6	7	0.1	-4	0.1	-4
56	O=C(CN(CC1CCCO1)C(=O)CNS(=O)(=O)c1ccc(Cl)cc1)NC1CCCC1 (configuration not stated)	4	-2	-6	5	nt	1	0.0	1
57	CCCNC(=O)N1C[C@H]2[C@@H](c3ccccc31)[C@H](CO)N2Cc1cc(F)ccc1F	-1	-1	-15	8	0.4	-5	0.2	0
58	CO[C@@H]1CN(C)C(=O)c2ccc(NS(=O)(=O)c3ccccc3C)cc2OC[C@H](C)N(S(C)(=O)=O)C[C@H]1C	5	2	-15	-3	-0.3	-2	0.2	2
59	OCC[C@@H]1C[C@@H](O)[C@H](O)[C@]2(OCCc3ccccc32)O1	-6	1	-14	-1	2.3	-7	0.0	3
60	COC(=O)c1ccc(CO/N=C/c2ccccc2OC)cc1	-10	-1	-5	-14	nt	5	-0.1	2
